# Bioassay records as filed in PubChem BioAssay.
# TRHR enhancer: qHTS for Small Molecule Agonists and Allosteric Enhancers of Human TRH Receptor: Primary Screen for Enhancers. Thyrotropin-releasing hormone receptor (Homo sapiens), P34981. TRHR cells, fluo-8 calcium fluorescence, EC20 TRH enhancement. enhancement, % at 2 µM. actives 0.66% (n = 360,000); in the data active means enhancement above about 30%; further: 0% is about no effect
#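 TRHR-expressing cells loaded with fluo-8 calcium dye were read kinetically (ex 480/em 530) during compound addition, then stimulated with an EC20 of TRH (10 nM final). Enhancement of the Gq-mediated intracellular calcium response was scored.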
# D2 agonist: HTS Assay for Allosteric Agonists of the Human D2 Dopamine Receptor: Primary Screen for Agonists | D(2) dopamine receptor (Homo sapiens), P14416 | HEK293 T-REx D2 cells, calcium flux agonist mode | activation, % at 2 µM | actives 0.53% (n = 340,000) | AID 485358, 2010;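 active means activation over 3 SD above normal in the single-dose calcium agonist read, cut at about 30% in these data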; further: 0% is about no effect
#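 HEK293 Trex D2 cells, tetracycline-induced, o/n 30 C 5% CO2; no-wash Ca dye, RT 30–90 min; 10-cycle baseline, 23 nl cpd added, kinetic Ca read 180 s; agonist hits = positive Ca response.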
# TRHR agonist: qHTS for Small Molecule Agonists and Allosteric Enhancers of Human TRH Receptor: Primary Screen for Agonists | Thyrotropin-releasing hormone receptor (Homo sapiens), P34981 | activation, % at 2 µM | AID 493084, 2011 | actives 0.18% (n = 360,000) | TRHR cells, calcium flux fluo-8, FDSS agonist mode; in the data active means activation above about 30%; further: 0% is about no effect
#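 Fluo-8-loaded TRHR cells; 10 s baseline, compound added, kinetic Ca2+ fluorescence read 1/s, agonist mode.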
# USP1 inh: Inhibitors of USP1/UAF1: Primary Screen; actives 0.23% (n = 390,000); recombinant USP1/UAF1, Ub-Rhodamine cleavage fluorescence; Potency, µM (doses to about 57.1 µM), inactives show at the top dose activity change, negative = inhibition, usual class: inhibitors; Ubiquitin carboxyl-terminal hydrolase 1 (Homo sapiens), O94782; further: potency means the concentration at half of the fitted maximal effect; on the % scale 0 is the no-effect control and ±100 the full control effect; nearly all actives have a fitted effect of over 60% in size; inactives centre near -12
# Target sequence (O94782 whole entry, looked up): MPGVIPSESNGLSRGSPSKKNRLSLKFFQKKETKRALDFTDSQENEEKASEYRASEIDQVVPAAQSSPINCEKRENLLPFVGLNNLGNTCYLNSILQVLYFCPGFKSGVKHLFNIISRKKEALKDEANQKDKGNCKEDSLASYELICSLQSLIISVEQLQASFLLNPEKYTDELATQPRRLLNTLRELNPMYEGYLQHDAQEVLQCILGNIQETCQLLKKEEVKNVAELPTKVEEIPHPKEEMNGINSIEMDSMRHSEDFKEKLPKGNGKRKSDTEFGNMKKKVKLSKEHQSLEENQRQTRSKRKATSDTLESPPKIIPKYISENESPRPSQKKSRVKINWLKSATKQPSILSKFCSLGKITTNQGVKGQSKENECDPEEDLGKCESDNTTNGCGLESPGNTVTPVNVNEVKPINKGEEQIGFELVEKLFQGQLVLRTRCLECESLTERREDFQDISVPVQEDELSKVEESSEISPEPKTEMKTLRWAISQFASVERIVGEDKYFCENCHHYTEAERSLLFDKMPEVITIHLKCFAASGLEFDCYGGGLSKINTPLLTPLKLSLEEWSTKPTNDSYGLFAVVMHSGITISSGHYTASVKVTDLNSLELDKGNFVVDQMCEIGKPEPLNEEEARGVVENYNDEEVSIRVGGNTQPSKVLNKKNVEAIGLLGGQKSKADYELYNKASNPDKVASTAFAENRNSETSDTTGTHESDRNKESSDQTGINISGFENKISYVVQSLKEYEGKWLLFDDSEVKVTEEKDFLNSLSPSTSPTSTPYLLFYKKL
#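 USP1/UAF1 complex at 1 nM was preincubated with compound for 15 min at room temperature, then Ub-Rho substrate (150nM final) was added. Fluorescence (480/540 nm) was read kinetically, 6 reads every 60 seconds.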
# PI4K2A inh: qHTS for small molecular inhibitors of PI4K2A; Phosphatidylinositol 4-kinase type 2-alpha (Homo sapiens), Q9BTU6; purified PI4K2A, ADP-Glo luminescence, 1 h; active compounds read low; activity change, negative = inhibition, % at 76.9 µM; actives 0.13% (n = 420,000); in the data active means activity change below about -50%; inconclusive means mostly about -30% to -49%;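 further: -100% = wells without enzyme as full effect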
#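 ADP-Glo luminescence measured ADP generated by PI4K2A enzyme (4 ug/mL before mixing) with 1.2 mM PI substrate (pre-mix) and 300 microM ATP (pre-mix). Tris pH7.5 buffer with MgCl2, Triton X-100; 1 h reaction at ambient temperature.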
# IDH1 R132H inh: qHTS for Inhibitors of mutant isocitrate dehydrogenase 1 (IDH1): qHTS. Isocitrate dehydrogenase [NADP] cytoplasmic (Homo sapiens), O75874. IDH1-R132H enzyme, NADPH consumption, diaphorase/resazurin fluorescence. Potency, µM (series often up to 76.6 µM), without a hit: top-dose activity change, negative = inhibition, most hits filed as inhibitors. actives 0.093% (n = 390,000); further: potency means the concentration at half of the fitted maximal effect; on the % scale 0 is the no-effect control and ±100 the full control effect; nearly all actives have a fitted effect of over 65% in size
#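 IDH1-R132H (0.5 ug/mL) preincubated 30 min with compound, then NADPH (0.016 mM) and alpha-KG (2 mM) added; 80 min at RT, pH 7.5. Remaining NADPH coupled via diaphorase/resazurin to fluorescence (540/590 nm); concentration-response curves normalized to no-enzyme control.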
# TrxR1 substrate: qHTS Assay for Substrates of Mammalian Selenoprotein Thioredoxin Reductase 1 (TrxR1): qHTS; purified TrxR1 substrate turnover, NADPH consumption readout; Potency, µM (titrated, usually from 114 µM), for the others: at the highest dose activity change, negative = substrate turnover; actives 0.01% (n = 390,000); further: potency means the concentration at half of the fitted maximal effect; on the % scale 0 is the no-effect control and ±100 the full control effect; nearly all actives have a fitted effect of over 50% in size
#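 Rat TrxR1, dispensed at 90 nM, was prereduced with 400 uM NADPH (final) for 5 min at ~22 deg C, then incubated with compound 15 min before 400 uM selenite. A first-read NADPH fluorescence drop versus no-compound background flagged substrates.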
# rTrxR1 inhibitor: qHTS Assay for Inhibitors of Mammalian Selenoprotein Thioredoxin Reductase 1 (TrxR1): qHTS | recombinant rTrxR1, NADPH fluorescence consumption, selenite substrate | Potency, µM (titrated, usually from 114 µM), without a hit: at the top dose activity change, negative = inhibition, usual class: inhibitors | actives 1% (n = 390,000) | AID 588453, 2011; further: potency means the concentration at half of the fitted maximal effect; on the % scale 0 is the no-effect control and ±100 the full control effect; nearly all actives have a fitted effect of over 65% in size
#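 Rat TrxR1 (90 nM in the dispensed reagent) was pre-reduced with 400 uM NADPH for 5 min at room temperature, then incubated with compound for 15 min. After 400 uM selenite was added, NADPH fluorescence (Ex 340/Em 450 nm) was followed for 8 min.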
# D2 antag: HTS Assay for Allosteric Antagonists of the Human D2 Dopamine Receptor: Primary Screen for Antagonists; HEK293 TREx D2 cells, calcium flux, dopamine EC80; D(2) dopamine receptor (Homo sapiens), P14416; actives 2% (n = 340,000); inhibition, % at 10 µM; in the data active means inhibition above about 30%; further: 0% is about no effect
#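 Inhibition of EC80 dopamine-driven calcium flux, recorded kinetically, defines activity here; cells are a tetracycline-induced HEK293 T-REx line expressing force-coupled D2.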
# Active calls of the source: *; u = inconclusive; x = no result given; [ ] = another dose, or the depositor's remark. Unless noted, the call rests on the fitted dose curve; in most records, active means well fitted inhibition curve with a large enough effect; inconclusive means small, poorly fitted or top-dose-only effect; inactive means no such curve, though single readings can be large or run the other way.
# Sequence of screens – TRHR enhancer, PI4K2A inh, IDH1 R132H inh, TRHR agonist, USP1 inh, rTrxR1 inhibitor, D2 agonist, D2 antag, TrxR1 substrate
CCN(Cc1ccccc1)C(=O)COC(=O)[C@@H]1CCCN1C(=O)c1cccs1
    x, -2, -5%, x, 4%, -14%[2.29 µM], x, x, -7%[2.29 µM]
Cc1ccc(C2(C(=O)N3CCC(n4nc(-c5ccccc5)oc4=O)CC3)CC2)cc1
    2, -9, -4%, 1.1, -26%, 10%, -0.7, -3, -2%
CC(=O)c1ccc(S(=O)(=O)N2CCCCC2C(=O)O)cc1 (stereo unspecified)
    6, 2, -7%, -0.4, -1%, -9%, 0.2, -18, 1%
O=C(Cc1ccccc1)NCC(=O)N1CCCC1
    0, -1, 7%, 0.3, -10%, 14%, 1.5, 35*, -2%
CCN(CC(=O)Nc1c(F)cccc1F)C(=O)CN1C(=O)C2CCCCC2C1=O (stereo unspecified)
    -2, -1, 7%, -0.1, -13%, -7%, 0.7, -11, -4%
O=S(=O)(NC1c2cccc3cccc(c23)C1Sc1ncccn1)c1ccc(Cl)cc1 (stereo unspecified)
    0, 6, -1%, -0.2, -17%, -2%, 0.1, -6, -3%
CC(C)OC(=O)c1c(NC(=O)c2ccco2)sc2c1CCCC2
    2, 1, 4%, 1.1, -11%, 42%[activator], 4.8, -26, 89%[activator]
O=C(NCCCn1ccnc1)c1ccc(Cl)cc1[N+](=O)[O-]
    7, -18, 6%, 0.2, -11%, 16%[57.1 µM], x, x, 3%[57.1 µM]
CCOC(=O)N1CCN(S(=O)(=O)c2ccc(F)c(C(=O)Nc3ccc(C(C)C)cc3)c2)CC1
    0, -5, 9%, 0.0, -10%, 0%, -1.0, 0, -4%
COc1ccc(Cl)cc1S(=O)(=O)n1c([N+](=O)[O-])cnc1C
    6, 1, 6%, 0.2, -17%, 5%, 1.0, 2, -7%
CCOC(=O)c1c(C)[nH]c(C(=O)CSc2nnnn2-c2ccccc2)c1C
    -2, 7, -1%, 0.4, 5%, 12%, 1.2, -18, 9%
CCOc1cc(NC(=O)c2cnccn2)c(OCC)cc1NC(=O)c1cccc(F)c1
    1, x, x, 0.6, x, x, 0.5, -9, x
COc1cccc(N2CCN(C(=O)c3cc4cc5cc(C)ccc5nc4s3)CC2)c1
    0, -1, -7%, 0.0, -17%, 25%[57.1 µM], -1.5, x, 5%[57.1 µM]
Cc1cc2c(N)cccc2nn1
    26, -16, 23%, 0.4, u, 24%, -2.0, -32, -14%
N#CCC(=O)N/N=C/c1cc(-c2ccccc2)n(-c2ccc(Cl)cc2)c1-c1ccccc1
    -8, -3, -4%, 0.5, -12%, 11%[57.1 µM], 2.1, -5, 17%
CCCOC(=O)c1ccc(NC(=O)Cn2nnc3sc4c(c3c2=O)CCC(C(C)(C)C)C4)cc1 (stereo unspecified)
    5, -4, x, 0.9, -20%, 34%, 0.1, x, 4%
O=C(NCCOc1ccccc1)C1CCCN1C(=O)c1cccs1 (stereo unspecified)
    -5, 1, 5%, -0.1, -18%, 11%, -0.3, -1, 5%
CCOc1ccc(CC(=O)NCc2ccc3c(c2)CCN3C(=O)c2ccc(F)cc2)cc1OCC
    -7, -1, -16%, -0.9, -25%, 8%[57.1 µM], x, x, -2%[57.1 µM]
Cc1ccc(O)c(NC(=S)NC(=O)c2ccc(-c3ccc(Cl)cc3)o2)c1
    x, 4, 0%, x, -16%, 11%[57.1 µM], x, x, 6%[57.1 µM]
CCOC(=O)C1CCCN(C(=O)CCc2ccccc2)C1 (stereo unspecified)
    1, 2, 0%, 0.5, -1%, 8%, -0.4, -6, 2%

# One compound at a time, as listed above. Order of values: TRHR enhancer	PI4K2A inh	IDH1 R132H inh	TRHR agonist	USP1 inh	rTrxR1 inhibitor	D2 agonist	D2 antag	TrxR1 substrate
# CCOC(=O)c1c(C)[nH]c(C(=O)CSc2nnnn2-c2ccccc2)c1C as listed: -2	7	-1%	0.4	5%	12%	1.2	-18	9%
# Cc1cc2c(N)cccc2nn1 as listed: 26	-16	23%	0.4	u	24%	-2.0	-32	-14%
# CCCOC(=O)c1ccc(NC(=O)Cn2nnc3sc4c(c3c2=O)CCC(C(C)(C)C)C4)cc1 (stereo unspecified) as listed: 5	-4	x	0.9	-20%	34%	0.1	x	4%
# N#CCC(=O)N/N=C/c1cc(-c2ccccc2)n(-c2ccc(Cl)cc2)c1-c1ccccc1 as listed: -8	-3	-4%	0.5	-12%	11%[57.1 µM]	2.1	-5	17%

# The listing continues.
# Sequence of screens – TRHR enhancer, PI4K2A inh, IDH1 R132H inh, TRHR agonist, USP1 inh, rTrxR1 inhibitor, D2 agonist, D2 antag, TrxR1 substrate
O=C1NC(=S)NC1=Cc1ccc(Cl)cc1Cl
    x, 3, 1%, x, -3%, -9%[2.29 µM], x, x, -5%[2.29 µM]
CC1Oc2ccccc2N(CC(=O)Nc2ccc3c(c2)OCCO3)C1=O (stereo unspecified)
    16, 2, -3%, 0.0, 1%, 24%, -0.1, -2, 2%
Cc1ccc(C(=O)N2CCCC(c3nc4c(nnn4Cc4ccccc4)c(=O)[nH]3)C2)cc1 (stereo unspecified)
    1, -1, 4%, -1.7, -15%, 5%, -0.8, -13, -1%
COc1cccc(CNC(=O)C2=C(C)C(=O)OC23CCCCCC3)c1
    -1, -3, -4%, 0.1, -31%, 2%, 1.2, x, -6%
Cc1ccc(C(C(=O)NC2CCCCC2)N(C(=O)CCCC(=O)Nc2ccccn2)c2ccc3c(c2)OCCO3)cc1 (stereo unspecified)
    -8, 6, -18%, 0.3, -16%, -7%, -0.7, -7, -9%
O=C(NCc1ccccc1)c1nc2ccccc2s1
    2, 3, 2%, -0.1, -15%, 7%[57.1 µM], -2.3, -5, 6%[57.1 µM]
CCC1CCc2sc(C(=O)N3CCN(c4ccccn4)CC3)cc2C1 (stereo unspecified)
    x, 3, 11%, x, -15%, -8%, x, x, -9%
CCOC(=O)Cc1nn(Cc2ccc(Cl)cc2)c(=O)c2ccccc12
    -6, -4, -1%, -0.3, -3%, 2%, 0.5, 16, -3%
COc1ccc(N2CCc3c(C)nc4c(OC)cc(OC)cc4c32)c(OC)c1
    -6, 4, 25%, -0.7, -18%, -16%, -0.6, -1, 0%
COc1cccc(-c2cc(C(F)(F)F)n3nc(C(=O)N4CCCCC4c4cccnc4)cc3n2)c1 (stereo unspecified)
    2, -4, -10%, -0.9, -21%, 23%[57.1 µM], 0.0, -2, -3%[57.1 µM]
Cc1cc(Nc2cccc(Cl)c2)c2ccccc2n1
    -2, 3, 0%, -0.7, -8%, 24%, -0.4, -4, -3%
Cc1c(Cl)c([N+](=O)[O-])nn1CCCC(=O)Nc1sc2c(c1C(N)=O)CCC(C)C2 (stereo unspecified)
    2, 0, 7%, 0.3, 2%, -9%, 2.2, -3, -5%
CCn1c2ccccc2c2cc(NC(=O)C(=O)N3CCOCC3)ccc21
    0, -3, 8%, -0.4, -16%, 19%[57.1 µM], 0.9, 6, 23%
O=C(CC(=O)NCc1ccc(Cl)cc1)NCc1ccc(Cl)cc1
    -1, 4, -4%, -0.4, -4%, 7%, 0.9, 7, 3%
C[C@H](CO)N1C[C@H](C)[C@@H](CN(C)C(=O)Nc2ccc3c(c2)OCO3)Oc2c(cccc2N(C)C)C1=O
    x, -4, 2%, x, -18%, 7%, x, x, -1%
COc1cc2c(C)nc3c(cnn3-c3ccccc3)c2cc1OC
    -8, 16, 0%, -0.1, -12%, 16%, -0.6, -6, 4%
O=C(c1ccccn1)N1CCCC(N2CCN(c3ccccc3)CC2)C1 (stereo unspecified)
    1, -4, -5%, 0.7, -29%, 6%, 0.5, -10, 6%
COCCNC(=S)N(CCc1c(C)[nH]c2ccccc12)Cc1ccco1
    1, 4, -4%, -0.3, -13%, 6%, 1.4, 7, 2%
CCN(CC)c1ccc(/C=C/c2cccc[n+]2C)c(OC)c1
    -4, -6, 6%, 11, u, u, 5.8, 10, -16%
O=C(NCc1ccco1)c1ccc(-c2csnn2)cc1
    -2, 2, 9%, -1.0, -11%, 6%, 0.1, 18, -1%
Cc1ccc(C(=O)NCC(=O)Nc2cccc(S(=O)(=O)NC3=NCCCCC3)c2)cc1C
    2, -2, -11%, -0.5, -7%, 0%[57.1 µM], -0.7, 28, 4%[57.1 µM]
Cc1cccn2c(=O)c3cc(C(=O)NC4CCCCC4)c(=N)n(Cc4ccccc4)c3nc12
    -4, 3, -3%, 1.5, -20%, -12%, 0.2, -10, 349%[activator]
COc1ccc(OC)c(C(c2c(O)nc(SC)[nH]c2=O)c2c(O)nc(SC)[nH]c2=O)c1
    -3, -4, 5%, 0.6, -17%, u, 0.3, 6, 12%[57.1 µM]
O=C(N[C@H]1C/C=C\C[C@H](CC(=O)N(CCO)Cc2ccccc2)C(=O)NC[C@H](c2ccccc2)OC1=O)OCC1c2ccccc2-c2ccccc21
    x, -1, 7%, x, -25%, -11%, x, x, 2%
CC(=O)c1cccc(NC(=O)[C@H]2O[C@@H]3OC(C)(C)O[C@@H]3[C@H]3OC(C)(C)O[C@H]32)c1
    1, 4, -2%, -1.9, -18%, 9%, -1.1, x, -2%
O=C(Cn1nc(-c2cccc(Cl)c2)ccc1=O)Nc1cccnc1
    0, 7, 5%, -0.5, 2%, 14%, x, x, 4%
CC(=O)Nc1ccc(C(=O)Nc2cccc(S(=O)(=O)NC3=NCCC3)c2)cc1
    -1, 3, 0%, -0.1, -13%, 15%, 0.3, 2, 4%
